G9a inh: inhibitors of human histone lysine methyltransferase G9a. 350,000 compounds, 8.8% hits. Q96KQ7. G9a H3K9 monomethylation, AlphaScreen, 2 h. Potency, µM (series often up to 102 µM), for inactives: at the top dose activity, negative = inhibition, actives largely listed as inhibitors. AID 504332; further: nearly all actives have a fitted effect of over 75% in size
Target sequence (Q96KQ7 913-1193 limits assumed): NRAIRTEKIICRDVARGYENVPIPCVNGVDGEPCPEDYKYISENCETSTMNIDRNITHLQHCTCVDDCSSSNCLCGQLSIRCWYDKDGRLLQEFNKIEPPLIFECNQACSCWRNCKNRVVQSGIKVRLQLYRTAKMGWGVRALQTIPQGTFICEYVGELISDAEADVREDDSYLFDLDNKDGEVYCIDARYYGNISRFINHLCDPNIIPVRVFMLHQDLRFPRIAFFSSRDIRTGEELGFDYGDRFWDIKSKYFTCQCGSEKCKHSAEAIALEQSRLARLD
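Step 1: enzyme (final 20 nM) with compound, 15 min RT. Step 2: substrate peptide 500 nM and SAM 20 uM, 2 h RT. Step 3: anti-H3K9me1 antibody and AlphaScreen beads, 10 min, then plate read.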
BAZ2B block: inhibitors of human BAZ2B bromodomain; AlphaScreen BAZ2B-H3K14Ac peptide displacement; Potency, µM (highest dose often 114 µM), for inactives: top-dose activity change, negative = inhibition, actives largely listed as inhibitors; 360,000 compounds, 4.4% hits; AID 504333; further: nearly all actives have a fitted effect of over 60% in size
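AlphaScreen luminescence quantifies BAZ2B engagement of H3K14Ac peptide; the protein and biotinylated peptide are both at 50 nM final, buffer PBS pH 7.4 with 0.01% Tween-20, all steps at room temperature.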
An asterisk follows results filed as active; [ ] = remark or other dose. The call rests on the fitted dose curve; in most records, active means well fitted inhibition curve with a large enough effect; inconclusive means small, poorly fitted or top-dose-only effect; inactive means no such curve, though single readings can be large or run the other way. On the % scale 0 is the no-effect control and ±100 the full control effect; potency means the concentration at half of the fitted maximal effect.

What do the screens show for `COc1ccc(CC(NC(C)=O)C(=O)NC2CCN(c3c(Cc4ccccc4)c(C)nc4ncnn34)CC2)cc1OC` (centres undefined)?
G9a inh: -28.6%; BAZ2B block: 0.2%

What do the screens show for `COc1cccc(C2/C(=C(\O)c3c(C)nc4c(C)cccn34)C(=O)C(=O)N2CCCN(C)C)c1` (centres undefined)?
G9a inh: 50.1µM*; BAZ2B block: -5.8%

What do the screens show for `CCOC(=O)c1cnc2c(N=Nc3cccc(Cl)c3)c(N)nn2c1N`?
G9a inh: -4.3%; BAZ2B block: -0.3%

What do the screens show for `Cn1c(=O)c2c(SCC(=O)N3CCOCC3)nc(CC(C)(C)C)nc2n(C)c1=O`?
G9a inh: 25.9%[59 µM]; BAZ2B block: 10.2%

What do the screens show for `O=C(CC1Nc2ccccc2NC1=O)c1ccccc1` (centres undefined)?
G9a inh: 8.9%[59 µM]; BAZ2B block: 8.2%

How did C/C(CCN1CCCCc2nc(C)c(C)cc21)=N\O[C@@H](C)CN1CCCCc2nc(C)c(C)cc21 do in these assays?
G9a inh: inconclusive; BAZ2B block: -35.3%

What do the screens show for `CCN(CC)CCCNC(=O)c1ccc2c(SCC(=O)O)c3c(nc2c1)CCC3`?
G9a inh: -11.6%; BAZ2B block: 7.2%

How did O=C(NC(c1ccccc1)c1cc(Cl)c2cccnc2c1O)c1cccnc1 (centres undefined) do in these assays?
G9a inh: -24.0%[59 µM]; BAZ2B block: 0.7%

Results for CC(=O)c1ccccc1NC(=O)COC(=O)c1ccc2c(c1)nc(C)n2-c1ccccc1 ?
G9a inh: 3.3%[59 µM]; BAZ2B block: 7.0%

What do the screens show for `COc1cccc(NC(=O)c2cc3cccc(OC)c3o/c2=N\O)c1`?
G9a inh: inconclusive; BAZ2B block: -13.4%

How did COC(=O)c1ccc(/C=N/Nc2nc(-c3ccc(Cl)cc3Cl)cs2)cc1 do in these assays?
G9a inh: 50.1µM*; BAZ2B block: -36.4%

Results for O=C(CNS(=O)(=O)c1ccc(Br)cc1)OCc1cc(=O)n2cc(Br)ccc2n1 ?
G9a inh: -11.5%[59 µM]; BAZ2B block: -38.5%

How did Cc1ccc2occ(CN3CCN(Cc4ccccc4)CC3)c(=O)c2c1 do in these assays?
G9a inh: 14.2%[0.501 µM]; BAZ2B block: inconclusive

Results for CC1(C)CC(=O)C2=C(C1)NC(=O)CC2C(=O)NCc1ccc(F)cc1 (centres undefined) ?
G9a inh: -15.2%[59 µM]; BAZ2B block: -3.3%

Results for COc1cccc2[nH]c3c(N4CC(C)CC(C)C4)ncnc3c12 (centres undefined) ?
G9a inh: 9.4%; BAZ2B block: -5.1%[57.1 µM]

Results for COc1cc2nc(-c3ccccc3)nc(N3CCCC3)c2cc1OC ?
G9a inh: inconclusive; BAZ2B block: inconclusive

What do the screens show for `Cc1ccccc1NC(=O)c1c(O)c2cccc3c2n(c1=O)CCC3`?
G9a inh: -3.5%; BAZ2B block: 3.3%

What do the screens show for `OC(CN1CCNCC1)Cn1ccc2ccccc21` (centres undefined)?
G9a inh: 4.3%; BAZ2B block: inconclusive

Results for CCCn1c(=NC(=O)c2ccc3c(c2)OCO3)c(C#N)cc2c(=O)n3cccc(C)c3nc21 ?
G9a inh: -28.7%[12.7 µM]; BAZ2B block: -1.4%

Results for COc1cc(C)c(Cl)cc1S(=O)(=O)NCc1ccncc1 ?
G9a inh: -43.4%[59 µM]; BAZ2B block: -8.6%

What do the screens show for `Cc1cc(Oc2ccccc2)nc2ccc(O)cc12`?
G9a inh: 6.9%[12.7 µM]; BAZ2B block: 10.5%

Results for Cc1cccc2cc(CN(CC3CCCO3)C(=O)c3ccco3)c3nnnn3c12 (centres undefined) ?
G9a inh: -9.0%[12.7 µM]; BAZ2B block: -11.9%

What do the screens show for `Cc1ccccc1Nc1nc(-c2sc(NC(=O)c3cccc(Cl)c3)nc2C)cs1`?
G9a inh: 22.4µM*; BAZ2B block: 89.1µM*

How did COC(=O)c1c(NC(=O)CN2CCN(S(=O)(=O)c3ccccc3)CC2)sc2c1CCC(C)C2 (centres undefined) do in these assays?
G9a inh: 16.2%; BAZ2B block: -8.7%

How did CCCC(=O)NCc1ccncc1 do in these assays?
G9a inh: 9.6%; BAZ2B block: -4.4%

How did CCn1c2ccccc2c2cc(CN3CCN(S(=O)(=O)CC)CC3)ccc21 do in these assays?
G9a inh: 11.2µM*; BAZ2B block: 20µM*

Results for FC(F)(F)c1cc(C(F)(F)F)c2ccc(N/N=C/c3cccc(Cl)c3)nc2n1 ?
G9a inh: -2.3%; BAZ2B block: -5.4%

How did COC(=O)c1cc(-c2ccccc2)sc1NC(=O)c1cc(C)on1 do in these assays?
G9a inh: 8.5%[59 µM]; BAZ2B block: 11.0%

How did Cc1ccc(CN2C(=O)/C(=C3\SC(N4CCOCC4)=NC3=O)c3cc(Br)ccc32)cc1 do in these assays?
G9a inh: inconclusive; BAZ2B block: -8.0%

How did O=C1CSC(c2cn(-c3ccccc3)nc2-c2cccs2)N1Cc1ccccc1 (centres undefined) do in these assays?
G9a inh: -12.4%[59 µM]; BAZ2B block: 10.2%

Results for Cc1nnc2sc(SCc3ccccc3)nn2c1=O ?
G9a inh: inconclusive; BAZ2B block: 3.0%

Results for C=CCn1cnc2c(c1=O)c1nc3ccccc3nc1n2-c1ccc(C)cc1 ?
G9a inh: -7.4%[59 µM]; BAZ2B block: 5.9%

Results for Cc1ccnc(N2C(=O)c3ccc([N+](=O)[O-])cc3C2=O)c1 ?
G9a inh: inconclusive; BAZ2B block: -8.9%

Results for COc1cccc(CN2CCNC(=O)C2CC(=O)N(C)CCc2ccccn2)c1OC (centres undefined) ?
G9a inh: -28.2%; BAZ2B block: -0.9%

Results for Oc1ccc(O)c(/C(=N/Nc2ccccc2)c2ccccc2)c1 ?
G9a inh: 1.26µM*; BAZ2B block: 44.7µM*

Results for O=C(c1cccs1)[C@@H]1[C@@H]2C(=O)N(Cc3ccc4c(c3)OCO4)C(=O)[C@@H]2C2c3ccccc3C=CN21 (some centres undefined) ?
G9a inh: inconclusive; BAZ2B block: -34.4%

How did Oc1ccc(COC2CCCC2)c2cccnc12 do in these assays?
G9a inh: -31.3%[12.7 µM]; BAZ2B block: 12.6µM*

What do the screens show for `CCOC(=O)c1cn(-c2ccc(F)c(F)c2)c2c(F)c(F)c(F)c(F)c2c1=O`?
G9a inh: -39.7%; BAZ2B block: 7.6%

Results for COC(=O)c1ccccc1S(=O)(=O)N(Cc1cc2cc3c(cc2[nH]c1=O)OCO3)C1CCCCC1 ?
G9a inh: -1.0%[12.7 µM]; BAZ2B block: 9.0%

What do the screens show for `Cc1ccc2c(c1)sc1ncc(NC(=O)c3ccc(F)cc3)c(=O)n12`?
G9a inh: 14.1%[59 µM]; BAZ2B block: -3.4%

What do the screens show for `COc1ccc(Nc2ccc3nnc(-c4ccc(Br)cc4)n3n2)cc1`?
G9a inh: 30.5%[59 µM]; BAZ2B block: -1.2%

Results for Cc1nc2ccccc2c2c1C(=O)NC2=O ?
G9a inh: -3.9%; BAZ2B block: -1.4%

Results for Cn1c(=O)c2c(SCC(=O)NCC3CCCO3)nc(-c3cccs3)nc2n(C)c1=O (centres undefined) ?
G9a inh: 50.1µM*; BAZ2B block: -0.5%

How did Cc1sc2nc(CN3CCC(C)CC3)nc(Cl)c2c1C do in these assays?
G9a inh: inconclusive; BAZ2B block: -4.6%

What do the screens show for `COc1ccc(S(=O)(=O)NCc2ccc(C(=O)NCc3cccnc3)cc2)cc1`?
G9a inh: 16.0%; BAZ2B block: -4.8%

How did OC(CNC1CCCCC1)CN1CCN(CC(O)CNC2CCCCC2)CC1 (centres undefined) do in these assays?
G9a inh: -1.8%[12.7 µM]; BAZ2B block: -0.6%

What do the screens show for `CCN(CC)CCn1c(=S)[nH]c2cc(C(=O)N3CC=C(c4ccccc4)CC3)ccc2c1=O`?
G9a inh: inconclusive; BAZ2B block: -4.0%

Results for Cc1cc2nc(-c3ccc(SCC(=O)NC(C)C)nc3)[nH]c2cc1C ?
G9a inh: -39.5%; BAZ2B block: inconclusive

How did CC1NC(=O)c2ccccc2-n2c1nc1cc(F)ccc1c2=O (centres undefined) do in these assays?
G9a inh: 14.3%[0.501 µM]; BAZ2B block: 6.1%

What do the screens show for `Cc1ccc(-n2nc(C)c(C3C(C#N)=C(N)OC4=C3C(=O)CC(C)(C)C4)c2Cl)cc1` (centres undefined)?
G9a inh: 2.4%; BAZ2B block: 9.1%

What do the screens show for `O=C(CSc1nnc(SCc2cccc3ccccc23)s1)N=Nc1c(O)[nH]c2ccccc12`?
G9a inh: inconclusive; BAZ2B block: 50.1µM*

What do the screens show for `O=C(Nc1ccc(Cl)cc1)/C(=C/c1ccc([N+](=O)[O-])cc1)c1nc2ccccc2s1`?
G9a inh: inconclusive; BAZ2B block: -38.9%

Results for O=C(Nc1ccc(F)cc1F)c1cc2ncc(Br)cn2n1 ?
G9a inh: -38.8%[12.7 µM]; BAZ2B block: 4.0%

How did COc1ccc2c(c1)O[C@@H](c1cccc(C(F)(F)F)c1)[C@H](O)C2=O do in these assays?
G9a inh: inconclusive; BAZ2B block: -2.5%

Results for Cc1ccccc1NC(=O)c1nc2nccc(C)n2n1 ?
G9a inh: 5.0%; BAZ2B block: -2.1%

Results for CCn1c(-c2ccc(F)cc2)cnc1SCC(=O)N1CCCCC1C (centres undefined) ?
G9a inh: inconclusive; BAZ2B block: -37.2%

Results for Cc1ccc2c(c1)NC(=O)c1cccc([N+](=O)[O-])c1CO2 ?
G9a inh: 50.1µM*; BAZ2B block: -9.5%

Results for CN1C(=O)COc2ccc(C(=O)c3oc4ccccc4c3-c3cnc4c(c3)COc3ccccc3-4)cc21 ?
G9a inh: inconclusive; BAZ2B block: -5.1%

What do the screens show for `Cc1ccc(NCc2nnc(SCC(N)=O)n2CCc2ccccc2)cc1`?
G9a inh: -23.5%[12.7 µM]; BAZ2B block: -4.4%

Results for CCn1ncc(CNC(=O)c2cccc([N+](=O)[O-])c2)c1C ?
G9a inh: 6.9%[59 µM]; BAZ2B block: 1.3%

What do the screens show for `COc1ccc(N2C(=O)CC(S/C(N)=N/N=C/c3ccnc4ccccc34)C2=O)cc1` (centres undefined)?
G9a inh: 17.6%[59 µM]; BAZ2B block: -10.6%

How did CCOc1ccccc1Nc1nc(-c2sc(NC(=O)c3ccccc3)nc2C)cs1 do in these assays?
G9a inh: 31.6µM*; BAZ2B block: inconclusive

What do the screens show for `Cc1ccc2sc(-c3ccc(NC(=O)CCN4C(=O)c5ccccc5C4=O)cc3)nc2c1`?
G9a inh: -11.9%[59 µM]; BAZ2B block: 13.4%

Results for O=C(COC(=O)c1sc2cc(Cl)ccc2c1Cl)Nc1ncc(Cl)cc1Cl ?
G9a inh: -12.0%[59 µM]; BAZ2B block: inconclusive

How did CSCCC(NC(=O)c1ccccc1)c1nc(-c2ccccc2)no1 (centres undefined) do in these assays?
G9a inh: 24.4%; BAZ2B block: 8.5%

What do the screens show for `CCN1CCN(CCOCCOc2ccccc2-c2ccccc2)CC1`?
G9a inh: 7.94µM*; BAZ2B block: 20µM*

Results for C[C@H]1O[C@H](O[C@H]2[C@H](O)[C@@H](O)[C@@H](O[C@H]3[C@H](O)[C@@H](O)C(O)O[C@@H]3CO)O[C@@H]2CO)[C@H](O)[C@@H](O)[C@@H]1N[C@H]1C=C(CO)[C@@H](O)[C@H](O)[C@H]1O (some centres undefined) ?
G9a inh: 5.8%[59 µM]; BAZ2B block: -24.1%

What do the screens show for `O=C(O)c1ccc(Nc2nc(-c3cccnc3)nc3ccccc23)cc1`?
G9a inh: 56.2µM*; BAZ2B block: -0.8%

Grouped by structure: the compounds so far with an aryl thioether with sulfur outside any ring.
What do the screens show for `Cn1c(=O)c2c(SCC(=O)N3CCOCC3)nc(CC(C)(C)C)nc2n(C)c1=O`?
G9a inh: 25.9%[59 µM]; BAZ2B block: 10.2%

What do the screens show for `CCN(CC)CCCNC(=O)c1ccc2c(SCC(=O)O)c3c(nc2c1)CCC3`?
G9a inh: -11.6%; BAZ2B block: 7.2%

Results for Cc1nnc2sc(SCc3ccccc3)nn2c1=O ?
G9a inh: inconclusive; BAZ2B block: 3.0%

Results for Cn1c(=O)c2c(SCC(=O)NCC3CCCO3)nc(-c3cccs3)nc2n(C)c1=O (centres undefined) ?
G9a inh: 50.1µM*; BAZ2B block: -0.5%

Results for Cc1cc2nc(-c3ccc(SCC(=O)NC(C)C)nc3)[nH]c2cc1C ?
G9a inh: -39.5%; BAZ2B block: inconclusive

What do the screens show for `O=C(CSc1nnc(SCc2cccc3ccccc23)s1)N=Nc1c(O)[nH]c2ccccc12`?
G9a inh: inconclusive; BAZ2B block: 50.1µM*

Results for CCn1c(-c2ccc(F)cc2)cnc1SCC(=O)N1CCCCC1C (centres undefined) ?
G9a inh: inconclusive; BAZ2B block: -37.2%

What do the screens show for `Cc1ccc(NCc2nnc(SCC(N)=O)n2CCc2ccccc2)cc1`?
G9a inh: -23.5%[12.7 µM]; BAZ2B block: -4.4%

From PubChem

Some of the compounds tested; the hit share may differ from the screen's.
